TSHR antagonist = antagonists of human thyroid stimulating hormone receptor | actives 0.2% (n = 330,000) | activity change, negative = inhibition, % at 11.5 µM | TSHR-expressing cells, TSH-stimulated cAMP HTRF, 2 h; active compounds read low;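 active = activity change below a set negative limit, meaning inhibition stronger than a set level, cut at about -70% in these data; inconclusive = activity change between two set negative limits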; also: % is scaled to controls: 0 for no effect and ±100 for the full control effect
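Inhibition of cAMP made by TSHR-expressing cells under TSH stimulation (4nM final, EC80; 2 h, 37 deg C) is quantified with a one-step lysis HTRF kit, anti-cAMP cryptate versus cAMP-d2.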
B2AR arrestin = beta2AR (human) beta-arrestin recruitment activity. P07550. Potency, µM (series often up to 46.1 µM), for the others: at the top dose activation, hits mostly activators. actives 0.02% (n = 330,000). beta-arrestin recruitment to beta2AR, cell-based reporter;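 also: potency is read from the fitted curve at half-maximal effect; 0% = DMSO controls and full agonism = EC100 isoproterenol or metaproterenol; nearly all actives have a fitted effect of over 65% in size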
uPA generation = inhibitors of cell surface uPA generation; cell surface uPA generation assay, qHTS; Potency, µM (top dose mostly 38.3 µM), without a hit: top-dose activity change, negative = inhibition, most hits filed as inhibitors; actives 0.31% (n = 330,000); active = well fitted inhibition curve with a large enough effect; inconclusive = small, poorly fitted or top-dose-only effect; inactive = no such curve, though single readings can be large or run the other way; tested in mouse RAW 264.7 cells; also: potency is read from the fitted curve at half-maximal effect; % is scaled to controls: 0 for no effect and ±100 for the full control effect; nearly all actives have a fitted effect of over 55% in size
Tb PFK block = T. brucei PFK enzyme inhibition; Potency, µM (highest dose often 57.5 µM), inactives show top-dose activity, negative = inhibition, usual class: inhibitors; T. brucei PFK, ADP-Glo luminescence; O15648; actives 0.17% (n = 330,000);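 also: potency is read from the fitted curve at half-maximal effect; 0% = uninhibited 1x PFK enzyme wells and -100% = no-enzyme wells; nearly all actives have a fitted effect of over 60% in size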
Target sequence (O15648 whole entry, looked up): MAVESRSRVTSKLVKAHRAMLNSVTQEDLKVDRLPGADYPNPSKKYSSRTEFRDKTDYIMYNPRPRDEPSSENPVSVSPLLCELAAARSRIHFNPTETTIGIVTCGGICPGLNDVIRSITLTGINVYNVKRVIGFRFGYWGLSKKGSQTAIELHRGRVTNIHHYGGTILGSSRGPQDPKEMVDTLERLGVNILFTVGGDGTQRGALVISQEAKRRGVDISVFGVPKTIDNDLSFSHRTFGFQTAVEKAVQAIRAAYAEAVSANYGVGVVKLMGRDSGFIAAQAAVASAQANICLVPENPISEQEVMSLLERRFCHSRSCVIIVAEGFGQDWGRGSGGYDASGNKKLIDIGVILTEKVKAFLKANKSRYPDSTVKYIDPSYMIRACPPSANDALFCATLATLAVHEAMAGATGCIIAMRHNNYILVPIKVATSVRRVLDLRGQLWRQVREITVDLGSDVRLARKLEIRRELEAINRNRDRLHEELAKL
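In TEA buffer at pH 8.0 with 5 mM MgCl2, enzyme (1.25 nM) converted F6P (0.5 mM) and ATP (0.1 mM) for 45 min at room temperature. ADP product was read by luciferase luminescence.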
Chronic BCR inh = blocks chronic active B-cell receptor signaling. ABC-DLBCL IkBa-CBG/CBR reporter, luminescence ratio, 4 h. Potency, µM (series often up to 46.1 µM), without a hit: at the top dose ratio change, negative = lower green/red ratio, hits mostly inhibitors. actives 0.05% (n = 340,000). AID 493014; active = well fitted inhibition curve with a large enough effect in the signal ratio, with a control signal flat, not every such curve was filed as active; inconclusive = small, poorly fitted or top-dose-only effect, or effect the other way, or a change in a side signal; the % refers to the signal ratio;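 also: potency is read from the fitted curve at half-maximal effect; plate controls were basal doxycycline-induced cells for no effect and cells given 10 µM MG132 for full effect; MG132 reads +100%, hits lower the ratio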
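Compounds up to 46 uM were incubated four hours with TMD8 cells whose green CBG68 luciferase is fused to IkappaBalpha; red CBR luminescence normalised the signal, and concentration-effect curves were fitted to fusion, red and ratio data.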
PTAP TSG101 blk = blocks PTAP/TSG101 interaction to inhibit HIV-1 budding | Q99816 | Fluorescence polarization, FITC-PTAP peptide / Tsg101 binding | Potency, µM (highest dose often 115 µM), without a hit: at the top dose activity change, negative = inhibition, usual class: inhibitors | 340,000 tested, under 10 active | AID 493005; active = well fitted inhibition curve with a large enough effect in the main read-out, with a control signal flat, not every such curve was filed as active; inconclusive = small, poorly fitted or top-dose-only effect, or effect the other way, or a change in a side signal; inactive = no such curve, though single readings can be large or run the other way; also: potency is read from the fitted curve at half-maximal effect; % of control where 0% means no effect
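Fluorescence anisotropy tracks displacement of a FITC-tagged PTAP peptide (50 nM) from the Tsg101 binding domain (10 uM), following a 20 min room-temperature incubation at pH 7.5.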
Mito fusion act = inhibitors of mitochondrial division or activators of mitochondrial fusion | S. cerevisiae fusion-defective mutant growth rescue, CellTiterGlo 48 h | Potency, µM (highest dose often 46.1 µM), inactives show at the top dose growth rescue (activation), most hits filed as activators | actives 0.23% (n = 320,000);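 also: potency is read from the fitted curve at half-maximal effect; % of control where 0% means no effect; nearly all actives have a fitted effect of over 45% in size; temperature-sensitive fusion mutants such as fzo1-1 at 37 °C on non-fermentable ethanol glycerol medium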
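Compounds are tested for their ability to restore growth of mitochondrial fusion-defective yeast strains at non-permissive 37C in YPEG medium over 48 hours. Viability is quantified by luciferase luminescence.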
ELG1 repair inh = inhibitors of ELG1-dependent DNA repair in HEK293T cells; HEK293T ELG1-luciferase reporter, luminescence, 16 h; DNA damage induced by 5-fluorouridine; Potency, µM (top dose mostly 46.1 µM), inactives show at the highest dose activity change, negative = inhibition, most hits filed as inhibitors; actives 2.3% (n = 330,000); AID 504467; also: potency is read from the fitted curve at half-maximal effect; % is scaled to controls: 0 for no effect and ±100 for the full control effect; nearly all actives have a fitted effect of over 55% in size
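5-Fluorouridine DNA damage + compound/DMSO, 2,000 cells/well, 16 h, 37 °C/5% CO2. ONE-Glo, 30 min RT, luminescence. Readout = decrease in reporter signal.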
TCR activator = activators of T cell receptors | primary human leukocytes, anti-CD3, IL-2 HTRF, 48 h | Potency, µM (highest dose often 9.22 µM), without a hit: top-dose activation of IL-2 secretion, actives largely listed as activators | 330,000 tested, under 10 active; also: % of control where 0% means no effect
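Primary human leukocytes were stimulated with a-CD3 beads plus compounds for 48 hr without co-stimulation; secreted IL-2 was quantified by HTRF using a-IL-2-K (europium cryptate) and a-IL-2-d2, excited at 320nm with acceptor emission read at 665nm.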
Eya2 inh = inhibitors of human Eya2 phosphatase activity. O00167. recombinant Eya2, OMFP fluorescence dephosphorylation (OMFP is methylfluorescein phosphate). Potency, µM (titrated, usually from 76.9 µM), without a hit: at the top dose activity, negative = inhibition, usual class: inhibitors. actives 0.006% (n = 330,000); also: potency is read from the fitted curve at half-maximal effect; % is scaled to controls: 0 for no effect and ±100 for the full control effect
Target sequence (O00167 whole entry, looked up): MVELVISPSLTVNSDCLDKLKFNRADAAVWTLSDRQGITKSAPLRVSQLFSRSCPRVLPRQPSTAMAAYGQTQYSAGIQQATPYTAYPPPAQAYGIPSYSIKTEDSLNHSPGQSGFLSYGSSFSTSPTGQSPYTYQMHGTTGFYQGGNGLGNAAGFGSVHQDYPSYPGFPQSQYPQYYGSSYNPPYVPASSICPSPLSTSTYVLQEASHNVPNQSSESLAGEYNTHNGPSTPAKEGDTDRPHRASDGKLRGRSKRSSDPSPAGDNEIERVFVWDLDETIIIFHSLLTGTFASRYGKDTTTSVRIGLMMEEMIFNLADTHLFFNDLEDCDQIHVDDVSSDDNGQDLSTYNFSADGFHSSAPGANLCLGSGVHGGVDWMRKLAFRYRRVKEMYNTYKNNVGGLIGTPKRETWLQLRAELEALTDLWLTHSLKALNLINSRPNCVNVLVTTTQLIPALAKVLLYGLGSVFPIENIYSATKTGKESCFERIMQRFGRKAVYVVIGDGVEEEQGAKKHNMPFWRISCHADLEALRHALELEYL
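Eya2 (0.2 uM) preincubated 10 min at ambient with compound, then OMFP substrate added at 50 uM; 10 min reaction in 50 mM HEPES pH 7.5, 50 mM NaCl, 5 uM MgCl2, 0.05% BSA, 1 mM DTT. Fluorescence read at Ex 485/Em 525 nm.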
USP2a block = inhibitors of human ubiquitin-specific protease USP2a; actives 0.01% (n = 330,000); Potency, µM (titrated, usually from 38.3 µM), without a hit: at the highest dose activity change, negative = inhibition, usual class: inhibitors; AID 463254; O75604; USP2 core, Ub-CHOP2 coupled fluorogenic reporter, 485/531;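 also: potency is read from the fitted curve at half-maximal effect; plate controls were DMSO wells for no effect and full inhibition by NEM control for full effect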
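Cell-free coupled assay: 10nM USP2 core preincubated 30min RT with compound in Tris-HCl pH 8.0/CaCl2/CHAPS buffer, then 25nM Ub-CHOP2 and 25nM reporter substrate; fluorescence (Ex 485/Em 531) read after 60min RT, normalized to NEM inhibition, concentration-response curves fitted.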
The depositor's hits bear a star; ? = inconclusive; / = no result given; [ ] = dose if it differs, or a comment. Unless noted, calls follow the shape of the dose curve; as a rule, active = well fitted curve in the direction sought with a large enough effect; inconclusive = small, poorly fitted or top-dose-only effect, or another doubt; inactive = no such curve, though single readings can be large; an effect the other way counts as inactive or inconclusive.

SMILES	TSHR antagonist	B2AR arrestin	uPA generation	Tb PFK block	Chronic BCR inh	PTAP TSG101 blk	Mito fusion act	ELG1 repair inh	TCR activator	Eya2 inh	USP2a block
O=C(N/C(=C/c1ccc(F)cc1)C(=O)N1CCCCC1)c1ccco1	10	-0.5%	-2%	2%	3%	-4%	2%	-1%	-1%	0%	1%
CCN(CC)C(=S)SCC(=O)Nc1ccc(S(N)(=O)=O)cc1	4	0.2%	12%	4%	1%	-1%	0%	9%	0%	-9%	2%
CC(=O)c1c(COC(=O)c2ccc(F)cc2)nc2ccccc2[n+]1[O-]	-4	-0.2%	4%	1%	-14%	1%	0%	-5%	-1%	1%	2%
Oc1c(C=Nc2cccnc2)sc2ccccc12	3	-0.3%	-4%	0%	?	4%	1%	?	-8%	8%	3%
CC(=O)Oc1ccc(N2C(=O)C3C4C=CC(CO)(O4)C3C2=O)cc1 (configuration not stated)	12	0.1%	3%	-14%	?	0%	-4%	19%	-1%	-3%	-6%
O=C(NCc1cccnc1)C1CC(c2ccc(Cl)c(Cl)c2)=NO1 (configuration not stated)	2	0.5%	?	2%	-14%	-3%	3%	-14%	-4%	1%	0%
COc1cccc(C(=O)N(CN2CCCC2=O)c2cccc(Cl)c2)c1OC	-9	-0.4%	-1%	2%	-1%	-1%	-2%	1%	-4%	-4%	1%
Clc1ccc(OCCOCCNCc2ccccc2)cc1Cl	-3	0.2%	-19%	-1%	?	1%	-19%	?	-1%	8%	0%
CC(c1nc2ccccc2n1Cc1ccccc1)N1CCCCC1 (configuration not stated)	-4	-0.3%	-2%	-9%	?	-6%	-20%	5%	-3%	2%	-5%
Cc1cc(Nc2ccc(Cl)cc2)n(-c2ccccc2)n1	-8	0.0%	1%	-1%	-1%	0%	3%	0%	2%	-40%	-3%
CCC(=O)NCc1nc2ccccc2n1Cc1ccccc1F	14	-3.1%	0%	-1%	-17%	0%	-2%	2%	-5%	6%	1%
COc1cc(/C=N/NC(=O)c2csc3c2CCCC3)ccc1OCCN1CCOCC1	7	0.1%	-5%	2%	5%	-11%	-1%	-6%	2%	-25%	-3%
CN(C)/C=C/C(=O)c1nn(-c2ccc(F)cc2)ccc1=O	-4	-1.1%	8%	1%	0%	0%	-3%	3%	-2%	-4%	10%
CC(=O)Nn1cnc2c(c1=O)C1(CCCCC1)Cc1ccccc1-2	-14	-0.6%	-1%	-2%	-14%	-3%	-1%	8%	0%	15%	-1%
O=C(CSc1nc2ccc([N+](=O)[O-])cc2[nH]1)c1ccc(Cl)cc1	-2	-0.3%	16%	-2%	12%	-2%	-1%	?	-12%[46.1 µM]	-6%	0%
CCc1ccc(-c2nc(CS(=O)CC(=O)NCCN3CCCCCC3)c(C)o2)cc1 (configuration not stated)	3	0.2%	-11%	-1%	-8%	-4%	6%	?	-19%	-5%	2%
Cc1nnc(C)c2c(C)n(-c3ccccc3N)c(C)c12	-9	0.1%	11%	-1%	-1%	-7%	-1%	16%	5%	7%	3%
COc1ccccc1NC(=O)CCSc1nnc(-c2ccco2)o1	-2	-0.1%	2%	0%	2%	-3%	0%	?	0%	-8%	0%
Cc1cc(Cn2nc(-c3ccccc3)cc2C(=O)NCc2cccc(Br)c2)on1	-19	-0.9%	-5%	-10%	7%	2%	23%	?	-6%	3%	-2%
Nc1ccccc1SCc1ccccc1	2	0.0%	0%	-6%	0%	-2%	1%	?	12%	-16%	-8%
O=C(Nc1ccc(S(=O)(=O)N2CCCC2)cc1)c1cccs1	18	-0.1%	-8%	0%	?	-1%	5%	7%	3%	-10%	-1%
COc1cccc(NC(=O)COc2ccccc2)c1	1	0.5%	-34%	-1%	-1%	-9%	1%	?	-4%	3%	2%
COc1ccccc1C(=O)NNC(=O)C1CCN(C(=O)OC(C)(C)C)CC1	-16	-0.4%	9%	4%	-2%	-1%	4%	6%	0%	20%	1%
O=C(NCC1CCCCC1)c1ccc(F)c(S(=O)(=O)N2CCOCC2)c1	16	-0.2%	-21%	0%	-8%	2%	5%	0%	1%	3%	-2%
O=C(Nc1ccn(Cc2c(F)c(F)c(F)c(F)c2F)n1)c1cccc(Cn2cc([N+](=O)[O-])cn2)c1	0	0.0%	/	1%	-22%	41%[activator]	-2%	?	-45%	-2%	2%
(continued)
SMILES	TSHR antagonist	B2AR arrestin	uPA generation	Tb PFK block	Chronic BCR inh	PTAP TSG101 blk	Mito fusion act	ELG1 repair inh	TCR activator	Eya2 inh	USP2a block
CCCN1CCN(CCNC(=O)Nc2ccccc2Cl)CC1	11	5.1%	3%	2%	-1%	1%	3%	15%	-4%	1%	3%
CCC(C)c1ccccc1NC(=O)C1CCCO1 (configuration not stated)	-1	0.1%	-3%	3%	-9%	0%	0%	2%	3%	2%	0%
N#Cc1c(N2CCOCC2)nsc1-c1ccc(C(F)(F)F)cc1	-6	-0.2%	-4%	0%	?	-5%	-6%	?	13%	4%	0%
CCn1cc(C(=O)NCc2ccncc2)c(=O)c2cc(F)c(N3CCN(C(=O)c4ccco4)CC3)cc21	-11	0.1%	1%	-1%	1%	-1%	-1%	?	-7%	8%	0%
CCC(C)c1ccccc1NC(=O)COc1ccc(-n2cnnn2)cc1 (configuration not stated)	2	-0.7%	?	-3%	0%	-4%	-2%	8%	-4%	-19%	0%
CCOC(=O)c1c(C)[nH]c(C(=O)COC(=O)[C@H](C)NC(=O)c2ccccc2Cl)c1C	4	-0.3%	0%	-2%	0%	-3%	-1%	?	-2%[46.1 µM]	-6%	0%
O=C(c1ccc2c3n(nc2c1)-c1ccc(Cl)cc1CO3)N1CCOCC1	-5	-1.4%	-26%	-7%	?	-3%	-16%	?	3%	-17%	5%
CCn1c(C)nc2cc(NC(=O)Nc3cccc(C(C)=O)c3)ccc21	10	-0.8%	0%	5%	4%	-1%	-4%	?	-1%	-5%	2%
CCOc1ccc(N(CC(=O)Nc2cc(C)ccc2C)S(=O)(=O)c2c(C)[nH]c(=O)[nH]c2=O)cc1	11	0.0%	-6%	1%	5%	1%	-4%	2%	2%	-1%	-1%
C#CCNC(=O)C1=C[C@@H](c2cn(C(C)=O)c3ccccc23)C[C@@H](OCCCCO)O1	-7	0.4%	-2%	4%	11%	-5%	0%	-9%	6%	-11%	5%
COC(=O)N/N=C/c1cccc(OCCSc2ccc(Cl)cc2)c1	-19	-0.9%	1%	-6%	?	3%	?	0%	1%[46.1 µM]	-11%	1%
Cc1cc(C)cc(N(CC(=O)N2CCCC2)S(C)(=O)=O)c1	8	0.3%	-1%	-2%	-4%	1%	6%	9%	/	1%	0%
Cc1cc(C)n(CC(O)COc2ccccc2C)n1 (configuration not stated)	0	-0.1%	3%	0%	-7%	-5%	4%	8%	0%	-1%	0%
Cc1cc(C)n(CC(=O)Nc2cccc(C(F)(F)F)c2)n1	7	-0.2%	-8%	-3%	2%	-6%	3%	15%	-7%	4%	2%
O=[N+]([O-])c1cccc(S(=O)(=O)Nc2ccc(-c3ccc(N4CCOCC4)nn3)cc2)c1	24	-0.3%	1%	1%	2%	-9%	-17%	15%	0%	10%	2%
COc1cccc(C2c3[nH]c4ccccc4c3CCN2Cc2cnc(C)s2)c1OC (configuration not stated)	-5	-0.6%	3%	-4%	?	-1%	3%	?	-2%	3%	1%
Cc1c2cnn(CC(=O)NCCCN3CC(C)CC(C)C3)c(=O)c2c(C)n1Cc1ccc(Cl)cc1 (configuration not stated)	8	-1.1%	-23%	-18%	-3%	-3%	-2%	-2%	-1%	7%	0%
Cc1cc(C(=O)COc2ccc(F)cc2Br)c(C)n1C	-2	0.1%	2%	-1%	3%	-5%	-3%	?	6%	-11%	1%
Cc1ccc(N(CC(=O)N2CCN(C3CCCCC3)CC2)S(=O)(=O)c2cccnc2)cc1	16	-0.5%	/	1%	-3%	-13%	-3%	0%	-3%	11%	2%
CCOC(=O)C(=NC(C)C)NNc1cc(Cl)ccc1Cl	2	-2.2%	22%	-8%	1%	0%	0%	3%	1%[46.1 µM]	-8%	4%

No enrichment for hits. Share with any hit: about 3%.
